GAA850 FXN act: increases GAA850 frataxin promoter reporter activity | HEK293 lucGAA850 FXN promoter luciferase reporter, 24 h; percent of 10 µM SAHA response | activation, % at 6 µM | hit rate 0.56% among 360,000;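 active means activation above the average of all compounds screened plus 3 SD, cutoff fixed separately per campaign, cut at about 7.5% in these data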;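 further: 0% = DMSO wells and 100% = 10 µM SAHA wells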
ssDAF-12 act: activates DAF-12 receptor from parasite S. stercoralis; activation, % at 6.8 µM; hit rate 1% among 370,000; HEK293 ssDAF-12/GRIP1 lit1-tk-luc reporter, luminescence; % of 3 µM dafachronic acid response;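 active means activation above the mean over all tested compounds plus 3 SD, cut at about 0.9% in these data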;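 further: 0% = DMSO-only wells and 100% = 3 µM delta7-dafachronic acid wells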
PLC-beta3 inh: PLC-beta3 (human) inhibition, primary screen. hit rate 0.18% among 370,000. inhibition, % at 12.2 µM. Purified PLC-beta3, fluorogenic substrate, fluorescence. Q01970; in the data active means inhibition above about 11%;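 further: 0% = median of compound wells on plate and 100% = full blocker control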
hcDAF-12 act: activators of H. contortus DAF-12 nuclear receptor; HEK293 hcDAF-12 lit1-tk-luc reporter, luminescence; 0% DMSO, 100% Δ7-dafachronic acid; hit rate 1.4% among 370,000; activation, % at 6.8 µM;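 active means activation above the mean of all tested compounds plus 3 SD, cut at about 5.5% in these data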;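 further: 100% = response to 3 µM Δ7-dafachronic acid high control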
PLCg1 inh: blocks human PLC-gamma1 enzyme activity. P19174. purified PLC-gamma1, fluorogenic substrate, fluorescence. inhibition, % at 12.2 µM. hit rate 0.84% among 370,000; in the data active means inhibition above about 9.5%
ADAM10 inh: inhibitors of human ADAM10; hit rate 0.62% among 370,000; AID 720582; inhibition, % at 7 µM; recombinant ADAM10, EDANS/DABCYL FRET peptide cleavage, 3 h; O14672;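 active means inhibition above a per-campaign cutoff equal to the mean of compounds falling between control-based bounds plus 3 SD, cut at about 20% in these data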;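 further: 0% = DMSO wells while the 100% control is not disclosed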
sPLA2-III inh: Blocks human group III sPLA2 activity; Q9NZ20; QFRET BODIPY PC-A2 liposome hydrolysis, fluorescence; inhibition, % at 12.2 µM; hit rate 0.56% among 370,000; AID 743126;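 active means inhibition above mean plus 3 SD of compounds lying within the high and low control bounds, cut at about 19% in these data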;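 further: 0% = median of test compound wells and 100% = no enzyme DMSO wells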
Target sequence (Q9NZ20 whole entry, looked up): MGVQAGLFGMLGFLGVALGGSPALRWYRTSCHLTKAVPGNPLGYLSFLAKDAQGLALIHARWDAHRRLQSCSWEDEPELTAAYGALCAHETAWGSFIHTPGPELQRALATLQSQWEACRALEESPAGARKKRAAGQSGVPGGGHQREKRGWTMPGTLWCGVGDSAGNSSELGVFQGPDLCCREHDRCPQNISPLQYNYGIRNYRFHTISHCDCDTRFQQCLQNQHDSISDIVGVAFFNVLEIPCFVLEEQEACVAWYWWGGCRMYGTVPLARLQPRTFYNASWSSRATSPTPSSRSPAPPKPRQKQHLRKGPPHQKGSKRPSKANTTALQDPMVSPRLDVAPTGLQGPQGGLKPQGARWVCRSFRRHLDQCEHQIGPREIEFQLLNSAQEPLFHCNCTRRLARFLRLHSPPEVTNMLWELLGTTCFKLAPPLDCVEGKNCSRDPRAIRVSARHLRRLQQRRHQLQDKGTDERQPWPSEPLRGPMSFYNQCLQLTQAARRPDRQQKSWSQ
DAX1 inh-1: NR0B1 (DAX1) inhibition; P51843; HEK293 Gal4-DAX1 luciferase reporter, luminescence; inhibition, % at 6.75 µM; hit rate 0.99% among 340,000; AID 504766;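 active means inhibition above the mean over all tested compounds plus 3 SD, cut at about 4.2% in these data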;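 further: 0% = DAX1-transfected cells with DMSO and 100% = empty-vector control cells with DMSO; inhibition shows as a rise in luminescence from relieved DAX1 repression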
Target sequence (P51843 207-470 limits assumed): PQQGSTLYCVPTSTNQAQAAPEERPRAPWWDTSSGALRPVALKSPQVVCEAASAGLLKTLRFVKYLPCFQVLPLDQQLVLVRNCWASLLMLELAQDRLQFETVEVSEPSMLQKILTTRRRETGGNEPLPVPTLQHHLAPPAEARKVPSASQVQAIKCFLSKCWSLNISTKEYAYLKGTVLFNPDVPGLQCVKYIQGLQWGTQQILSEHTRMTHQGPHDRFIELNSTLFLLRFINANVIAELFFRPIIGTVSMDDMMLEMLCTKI
DAX1 inh-2: inhibitors of DAX1 repression of SF-1 activated StAR promoter; HEK293T StAR-luciferase reporter, SF-1/DAX-1 repression relief; inhibition, % at 6.8 µM; hit rate 1.1% among 370,000; AID 652010;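 active means inhibition above the mean over all tested compounds plus 3 SD, cut at about 3.6% in these data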;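 further: 0% = DAX-1 cells with DMSO and 100% = cells lacking DAX-1 with DMSO; higher inhibition means more luminescence from relief of DAX-1 repression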
ADAM17 inh: inhibitors of human ADAM17. P78536. recombinant ADAM17, EDANS/DABCYL FRET peptide cleavage. inhibition, % at 6.95 µM. hit rate 0.83% among 370,000. AID 720648;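 active means inhibition above the mean of compounds lying between control limits plus 3 SD, set per campaign, cut at about 8.5% in these data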;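 further: 0% = DMSO-only wells as the low control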
hgDAF-12 ag: hgDAF-12 agonism, primary luciferase screen; HEK293 GAL4-hgDAF12 UAS-luciferase reporter, agonist luminescence; normalized to butyrate control; activation, % at 6.8 µM; hit rate 1.8% among 370,000;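 active means activation above a cutoff set at the mean of all screened compounds plus 3 SD, cut at about 10% in these data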;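 further: 0% = DMSO wells and 100% = sodium butyrate wells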
The depositor's hits bear a star; · = not tested or not shown. An unsorted share of the library; 6.9% or so of the library scored in one or more.

Order of results – GAA850 FXN act	ssDAF-12 act	PLC-beta3 inh	hcDAF-12 act	PLCg1 inh	ADAM10 inh	sPLA2-III inh	DAX1 inh-1	DAX1 inh-2	ADAM17 inh	hgDAF-12 ag
> CC1CCCCN1Cc1nc2c(c(=O)n(C)c(=O)n2C)n1CCc1ccccc1 (stereo unspecified)
    1.1	-1.2	-2	-0.3	-5	-2	6	0.0	-1.1	-6	0.0
> Nc1ccc(S(=O)(=O)Nc2ccc(Cl)nn2)cc1
    0.4	-0.2	0	-0.4	3	-8	22*	1.2	1.1	-3	-0.9
> CC(=O)Nc1ccc(OCC(O)CN2CCN(c3ccc(Cl)cc3)CC2)cc1 (stereo unspecified)
    -1.8	-1.4	-11	-1.3	4	2	-2	-1.3	-1.0	0	-2.3
> Cc1ccc(-c2noc(CCC(=O)NC3CCCc4ccccc43)n2)cc1 (stereo unspecified)
    -2.3	-1.2	-11	-0.4	2	0	-4	-0.4	1.2	-2	-0.5
> Cc1ccc(C(=O)NCc2ccco2)c(C)c1
    2.0	-0.3	-7	0.6	1	-2	4	1.1	0.5	-7	0.0
> COc1cccc(NC(=O)C(=O)NCCC2CCCCN2S(=O)(=O)c2cccs2)c1 (stereo unspecified)
    3.5	-0.7	-4	1.7	0	3	-14	0.8	4.1*	2	6.9
> COc1ccccc1CNC(=O)CCN1C(=O)COc2ccc(C)cc21
    -0.2	-1.3	2	-0.9	4	6	3	0.3	-0.5	-1	-2.1
> CCOC(=O)Cc1nnc(NC(=O)CSc2nc3ccccc3[nH]2)s1
    0.9	-1.7	-9	-0.7	-3	-2	-24	-0.5	0.3	-9	0.7
> Cc1ccc(C(C)C)c(OCCCN(C)Cc2ccccc2)c1
    0.5	-1.5	1	2.2	2	-6	13	-1.4	-0.4	-1	-1.0
> CCN(CC(=O)N(CC(C)C)c1c(N)n(CC(C)C)c(=O)[nH]c1=O)Cc1nc2ccccc2c(=O)[nH]1
    0.0	-0.9	-11	-0.9	-3	-5	2	-0.4	0.2	-4	-0.6
> CC(C)Oc1nnnn1-c1ccccc1
    1.9	-0.9	3	-0.8	3	3	-1	1.1	-0.3	2	2.3
> COc1cccc(/C=C/C(=C2\C(=O)N(c3ccccc3)N=C2C)c2ccc(Br)cc2)c1OC
    -2.3	-1.1	7	-1.6	5	0	14	0.7	-0.1	-3	2.3
> O=S(=O)(NCc1ccncc1)c1ccc(Br)s1
    -1.9	-2.2	0	-4.2	3	6	-3	-2.2	-3.4	-1	-6.8
> O=C(O)c1ccc2c(=O)n(-c3ccccc3F)c(=S)[nH]c2c1
    0.9	-1.7	-9	-1.8	-3	-30	5	0.0	-0.9	-10	-1.6
> Cc1ccc(Nc2nc(N)nc(CSc3nnc(C)s3)n2)cc1
    6.3	0.7	-9	1.9	0	0	9	4.3*	1.7	-4	3.4
> CN1CCN(S(=O)(=O)c2csc(C(N)=O)c2)CC1
    3.4	-1.1	-4	-2.4	0	-7	8	0.3	0.4	-4	1.4
> CCOC(=O)C1(CCOc2ccccc2)CCN(Cc2cnc(SC)nc2)CC1
    1.1	-0.8	0	0.2	1	-10	-2	-0.5	-1.0	-1	-1.4
> O=C(CCc1nnc2ccc(NCc3ccccc3Cl)nn12)NCC1CCN(C2CCCC2)C1 (stereo unspecified)
    1.3	-0.5	-19	1.8	-9	-3	-5	-0.3	-0.1	-3	1.0
> C=CCCC(=O)NC1CC(C)(C)Cc2c1cnn2-c1cccc(F)c1 (stereo unspecified)
    1.2	-1.9	-5	-0.3	3	3	3	1.5	0.4	0	5.5
> Cc1c(Cl)cccc1NC(=O)NC1CCCCC1
    1.5	-0.8	3	-1.0	1	-10	3	0.6	-0.1	1	0.3
> CC(=O)NCc1nnc2c3ccccc3c(-c3ccccc3)nn12
    1.9	-1.3	-2	-0.1	-4	-10	5	2.1	0.3	-3	0.2
> CCOC(=O)c1cc2sccc2n1CC(=O)Nc1ccc2c(c1)OCCO2
    -3.5	-0.9	8	-1.2	3	5	1	-0.3	-1.7	3	1.8
> CC(C)c1ccc(NC2CCCN(C(=O)c3cccs3)C2)cc1 (stereo unspecified)
    1.2	-1.3	-5	-3.2	0	-11	6	0.1	-3.7	6	-1.4
> OCCCn1c(C2CCCN2c2nc(-c3ccc(Cl)cc3)cs2)nc2cc(Cl)c(Cl)cc21 (stereo unspecified)
    1.9	-0.9	6	0.2	4	19	-3	-0.2	-0.1	9.1*	3.9
> CCCC#CCN1CCN(C23CC4CC(CC(C4)C2)C3)CC1
    -0.6	-1.5	-4	0.8	0	-9	-1	0.5	0.0	1	0.7
> CCOc1cccc(C(=O)N/N=C/c2coc3ccccc3c2=O)c1
    1.6	-0.3	-9	-1.4	-2	-8	-8	0.5	-0.1	-2	3.3
> COc1ccc(C(CC(=O)c2ccccc2)C2CCCCC2=O)cc1 (stereo unspecified)
    -1.4	-0.4	3	1.2	-17	3	1	0.9	0.0	1	-1.2
> Cc1cc(C)n2nc(C(=O)N3CCCC(Nc4ccc(F)c(F)c4)C3)cc2n1 (stereo unspecified)
    2.8	-1.3	-4	1.5	-2	-2	-4	0.1	-5.3	-4	-2.1
> CC1(C(=O)NS(=O)(=O)c2ccccc2)CCN1C(=O)C1CCCCC1 (stereo unspecified)
    0.1	-0.2	4	-1.3	-2	-1	-2	·	0.5	-3	0.0
> COc1ccc(NC(=O)COC(=O)c2ccc(NS(=O)(=O)/C=C/c3ccccc3)cc2)cc1
    -0.2	-0.3	4	-0.9	1	13	-65	-0.1	0.6	3	3.1
> Cc1cccc(NC(=O)Nc2ccccc2[N+](=O)[O-])n1
    9.3*	-0.3	4	-0.6	1	1	2	3.1	-0.2	-1	3.5
> C/C(N)=C(/C#N)C(=O)COC(=O)c1ccc(C)c(S(=O)(=O)N2CCCCC2)c1
    3.4	-1.1	3	-2.1	6	3	-15	0.0	-0.8	2	0.5
> C=CCSc1nc(C)cc2c1C(=O)OC2
    0.4	-1.4	-5	-1.2	-1	-15	-1	0.3	-0.1	-4	-4.2
> CC(C)CC(=O)Nc1nnc(SCC(=O)NC2CCCCC2)s1
    -0.7	-1.0	-10	1.7	0	2	-4	1.3	0.5	-1	1.3
> CC1(C)CC(NC(=O)C(=O)NCCc2ccc(Cl)cc2)CC(C)(C)N1
    1.5	-0.7	2	1.3	0	-6	0	2.2	0.1	-1	1.5
> O=C(NC1CCCCC1)c1cc2c(cc1Cl)N1CCCCCC1=NS2(=O)=O
    -1.0	-0.7	1	-0.1	-28	-6	2	0.5	0.1	-2	-2.8
> Cc1cccc(NC(=O)c2ccc(C)c(S(=O)(=O)N3CCOCC3)c2)n1
    2.8	-1.0	-5	1.0	5	5	-1	2.9	0.8	1	-2.7
> O=C(NCCc1ccccn1)c1ccc(NS(=O)(=O)c2ccc(F)cc2)cc1
    0.9	-0.8	4	-0.8	4	5	4	0.4	-0.5	0	0.4
> O=C(c1cccnc1)N1CCN(S(=O)(=O)c2cccc(Cl)c2)CC1
    -0.2	-1.0	-6	-1.4	-1	-3	7	0.0	-0.2	-6	-1.3
> CC1CCN(S(=O)(=O)c2cnc(Cl)c(Br)c2)CC1
    -2.6	-1.2	3	-1.0	-1	-7	11	1.2	-0.3	-2	-2.6
> CC1CCN(S(=O)(=O)c2cc3c4c(c2)C(C)C(=O)N4CCC3)CC1 (stereo unspecified)
    0.0	-1.3	-8	0.2	-3	1	-23	-0.3	-0.4	-7	-1.3
> Cc1cc(C)cc(Nc2ccc(C(=O)O)cc2N)c1
    -0.1	-1.1	-58	0.4	-49	-117	-3	-2.9	-0.2	-29	2.4
> Cn1c2ccccc2c2cnn(CC(=O)Nc3cccc(F)c3)c(=O)c21
    2.0	-0.8	-4	0.9	1	0	1	1.5	0.6	-3	-0.3
> CCOC(=O)N1CCN(C(=O)CCc2cc(OC)c(OC)c(OC)c2)CC1
    0.7	-1.0	-4	1.3	4	-3	-7	-0.2	-0.4	-2	-1.8
> CCN(CC)S(=O)(=O)c1ccc(C)c(NC(=O)COC(=O)[C@@H]2CCCN2C(=O)c2cccs2)c1
    0.6	-0.3	-2	0.8	-1	3	-4	-0.6	0.0	1	1.0
> O=C(NC1=NCCS1)c1cc(-c2ccc(-c3ccccc3)cc2)nc2ccccc12
    3.2	0.9*	-38	0.9	-35	-65	-6	0.2	1.7	-19	4.7
> CCCCN(C(=O)CCCc1nc2ccccc2s1)c1c(N)n(CCCC)c(=O)[nH]c1=O
    -1.8	-1.6	-6	0.8	-2	-11	7	0.2	-0.1	-4	-1.0
> Fc1ccccc1CSc1nnnn1-c1ccc2c(c1)OCO2
    1.1	-1.3	-4	-0.8	-3	3	-8	0.6	-0.1	1	2.5
> CCOC(=O)[C@]12CCCC=C1N(Cc1ccccc1)C(=O)[C@H](CC(=O)NCCCN1CCCC1=O)C2
    ·	-1.2	5	-1.2	-1	-5	4	·	3.5	1	1.3
> COc1ccc(-c2nnc(SCC(=O)N3CCOCC3)o2)cc1OC
    0.5	-0.8	5	1.2	0	3	6	3.0	0.4	-1	2.4

Other structures:
Order of results – GAA850 FXN act	ssDAF-12 act	PLC-beta3 inh	hcDAF-12 act	PLCg1 inh	ADAM10 inh	sPLA2-III inh	DAX1 inh-1	DAX1 inh-2	ADAM17 inh	hgDAF-12 ag
> CCc1ccc(/C=C2\SC(=S)N(CCC(=O)NC3=NCCS3)C2=O)cc1
    ·	-1.8	2	-4.0	0	-5	1	·	-0.9	0	-7.2
> O=C(Nc1nc2ccccc2s1)C1=NN(c2ccccc2)C(=O)CC1
    -3.5	-0.5	-23	6.8*	-18	1	-5	-0.2	0.3	3	1.5
> COc1ccc(NC(=O)COC(=O)c2c(NC(C)=O)sc(C)c2C)cc1
    0.3	-0.1	-2	2.0	-1	-12	4	0.5	1.8	-2	-1.1
> CC(=O)c1cccc(NC(=O)CSc2nc(N3CCCCC3)nc(N3CCCCC3)n2)c1
    3.1	-0.7	-5	0.9	0	-9	5	0.9	0.5	-3	4.0
> CC1(C(=O)NCc2ccccc2)CN(S(C)(=O)=O)CC(=O)N1CCc1ccccc1F (stereo unspecified)
    ·	-0.7	0	0.1	3	-11	6	·	-0.6	-6	-3.3
> CCC(C)NC(=O)CCS(=O)(=O)c1ccc2c(c1)n(C)c(=O)c(=O)n2C (stereo unspecified)
    -1.2	-1.5	-11	0.0	-6	-31	14	4.2	-0.1	-3	5.1
> N=C1N(c2ccccc2)C(=S)C(=Nc2ccccc2)N1c1ccccc1
    1.8	-0.3	-5	9.8*	-4	-11	10	2.6	8.6*	-2	17*
> COc1ccc(-c2cc(C)no2)cc1S(=O)(=O)N1CCCCC1
    4.9	-1.3	-8	-3.1	-1	-4	-4	0.6	-0.1	-2	-2.3
